# Compound activity deposited in PubChem BioAssay by several laboratories.
# NS5 inhibitors: Dengue-2 NS5 methyltransferase inhibitors, primary screen, biochemical, confirmation dose response (AID 588689); one-dose inhibition, % at 25 µM; IC50 in µM for titrated hits; Dengue-2 NS5 methyltransferase capping enzyme assay, biochemical; higher % means a stronger effect; hit rate 0.3% among 340,000; in the data active = a potency from the dose series
# PhoP inhibition: PhoP-dependent GFP reporter repression – Salmonella Typhimurium, primary screen (AID 1863). S. Typhimurium PhoP-regulated promoter GFP reporter, 4 h; higher % means a stronger effect. inhibition, % at 50 µM, or IC50 in µM where a hit was titrated. hit rate 0.16% among 300,000;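 active = inhibition over 29.93%, a cutoff 3 SD above the screen mean, later confirmed by dose response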;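 also: 0% = low Mg2+ inducing control and 100% = high Mg2+ repressing control; strong numbers were not always called active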
# LYP inhibition: PTPN22 lymphoid phosphatase activity blockers – biochemical, fluorescence intensity, uHTS (AID 1779) | recombinant LYP phosphatase, fluorescence intensity; higher % means a stronger effect | inhibition, % at 11.5 µM, or IC50 in µM where a hit was titrated | hit rate 0.054% among 290,000; in the data active = inhibition above about 50%;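 also: plate controls were vehicle with enzyme for no effect and no enzyme for full effect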
# ER stress rescue: rescue of cells from ER stress-induced death, primary screen, 384-well, CSM14.1, thapsigargin, ATP luminescence (AID 1222); CSM14.1 thapsigargin-induced death rescue, ATP luminescence; higher % means a stronger effect; cellular ATP content (survival), % at 20 µM; hits with a dose series show EC50 in µM; 190,000 tested, under 10 active;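 active = EC50 below 50 µM in the dose-response confirmation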;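 also: death triggered by thapsigargin at about 15 µM added after 2 h compound pretreatment; cell ATP read after overnight thapsigargin exposure of roughly 18 to 22 hours; normalized against plate controls of thapsigargin alone and 5% DMSO vehicle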
# West Nile virus CPE: West Nile virus antiviral activity, cell-based, CPE readout (AID 1621); one-dose CPE inhibition, % at 10 µM; IC50 in µM for titrated hits; West Nile virus-infected cells, CPE inhibition; higher % means a stronger effect; hit rate 0.02% among 290,000; in the data active = a potency from the dose series; also: strong numbers were not always called active
# GPR35 arrestin U2OS: inhibition of zaprinast-stimulated GPR35 beta-arrestin translocation – imaging, U2OS, beta-arrestin-GFP, zaprinast agonist, primary screen (AID 2058) | U2OS GPR35 beta-arrestin-GFP translocation imaging, zaprinast antagonism; higher % means a stronger effect | inhibition, % at 10 µM; hits with a dose series show IC50 in µM | hit rate 0.052% among 290,000;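 active = inhibition of at least 50% with at least 30 cells and total cytoplasm GFP at most 10,000,000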
# Rac1 GTP hydrolysis: MgcRacGAP GTPase-activating activity inhibitors, confirmation, biochemical, ADP Hunter fluorescence; MgcRacGAP-stimulated Rac1 GTP hydrolysis, ADP Hunter fluorescence; higher % means a stronger effect; GST-tagged Rac1 F28L mutant substrate; inhibition, % at 30 µM; hits with a dose series show IC50 in µM; hit rate 0.6% among 340,000;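 active = first-screen hits whose inhibition reached a set limit at any dose in the follow-up dose series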;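 also: fluorescence reports GDP produced by GAP-driven GTP hydrolysis; strong numbers were not always called active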
# RSV CPE inhibition: RSV antiviral activity via CPE protection, HEp-2 cells, primary 10 µM value included (AID 2391). HEp-2 cells, RSV-induced CPE inhibition; higher % means a stronger effect. hit rate 0.13% among 310,000. CPE inhibition, % at 10 µM; hits with a dose series show IC50 in µM; in the data active = a potency from the dose series; also: strong numbers were not always called active
# Large T inhibition: TAg ATPase/helicase activity blockers – biochemical (AID 1903); SV40 large T antigen ATPase/helicase inhibition assay; higher % means a stronger effect; one-dose inhibition, % at 20 µM; IC50 in µM for titrated hits; hit rate 0.39% among 310,000; in the data active = a potency from the dose series; also: strong numbers were not always called active
# An asterisk follows results filed as active; / = not tested or not shown.
structure | NS5 inhibitors | PhoP inhibition | LYP inhibition | ER stress rescue | West Nile virus CPE | GPR35 arrestin U2OS | Rac1 GTP hydrolysis | RSV CPE inhibition | Large T inhibition
O=[N+]([O-])c1cc([N+](=O)[O-])c2oc(-c3ccccc3)c(Br)c2c1O | 44µM* | / | -3% | / | -0.5% | -8% | 17% | / | /
c1ccc(-n2cccc2CNC2CCCCC2)cc1 | / | 17% | -4% | -2.0% | -1.1% | -3% | / | -1.9% | -3%
CCN1CCN(c2cc(C)c3cc(NC(=S)N4CCOCC4)ccc3n2)CC1 | -6% | 1% | 0% | -0.3% | -0.5% | -1% | 20% | -1.7% | 12%
O=C(N/N=C\c1cccnc1)c1ccc(Cl)s1 | 6% | 6% | -6% | / | 0.2% | 4% | 11% | 5.2% | 19%
CCC(=O)N(CCc1ccc(OC)c(OC)c1)Cc1cc2ccc(C)cc2n2nnnc12 | / | -5% | 1% | 0.3% | -2.0% | 5% | -8% | 11% | 8%
NS(=O)(=O)c1ccc(NC(=O)CSC2CCCCC2)cc1 | -4% | -8% | -6% | -1.1% | 0.2% | -7% | 5% | 3.5% | -2%
Cc1noc(NS(=O)(=O)c2ccc(NC(=O)c3ccoc3C)cc2)c1C | -3% | 6% | 0% | 1.1% | 0.0% | 10% | 8% | 2.3% | 3%
Cn1cnnc1SCC(=O)c1c[nH]c2ccccc12 | -5% | 5% | -4% | / | 0.7% | -5% | 9% | -0.6% | -2%
CC(OC(=O)c1ccc(Cl)nc1)C(=O)NC1(C#N)CCCCC1 (stereo not drawn) | -2% | -1% | / | / | / | / | -3% | -0.9% | 2%
Cc1ccccc1NC(=O)NC1(C(=O)NCCCN2CCOCC2)CCCCC1 | -3% | 4% | -6% | 0.6% | 0.2% | 13% | 17% | 0.5% | 3%
O=C(COc1ccccc1)N=C1SC2CS(=O)(=O)CC2N1c1ccc(F)cc1F (stereo not drawn) | -7% | 0% | -10% | / | -0.4% | 11% | 5% | 2.1% | 7%
O=C(Nc1cccc(C(F)(F)F)c1)c1cccc(NS(=O)(=O)c2ccc(O)c(C(=O)O)c2)c1 | 4% | 5% | -3% | / | 0.3% | -4% | / | 1.1% | 14%
CN(CC(=O)Nc1ccc(N2CCOCC2)cc1)CC(=O)Nc1ccccc1[N+](=O)[O-] | -4% | 2% | -6% | -1.9% | -0.2% | 3% | 6% | 1.0% | 7%
O=c1[nH]c(=O)n([C@H]2C[C@H](O)[C@@H](CO)O2)cc1I | -7% | 2% | / | / | / | / | -7% | -0.9% | 22%
N/C(Cc1ccc(Cl)cc1)=N\OC(=O)C1CCCCC1 | -9% | 0% | 3% | -3.3% | 0.1% | 4% | -2% | 1.6% | 0%
S=c1nc[nH]c2c1cnn2-c1ccccc1 | -8% | 2% | 2% | / | 0.8% | -11% | 12% | -2.3% | 7%

# 2 entries picked at random from those above:
structure | NS5 inhibitors | PhoP inhibition | LYP inhibition | ER stress rescue | West Nile virus CPE | GPR35 arrestin U2OS | Rac1 GTP hydrolysis | RSV CPE inhibition | Large T inhibition
O=c1[nH]c(=O)n([C@H]2C[C@H](O)[C@@H](CO)O2)cc1I | -7% | 2% | / | / | / | / | -7% | -0.9% | 22%
c1ccc(-n2cccc2CNC2CCCCC2)cc1 | / | 17% | -4% | -2.0% | -1.1% | -3% | / | -1.9% | -3%

# (listing goes on)
structure | NS5 inhibitors | PhoP inhibition | LYP inhibition | ER stress rescue | West Nile virus CPE | GPR35 arrestin U2OS | Rac1 GTP hydrolysis | RSV CPE inhibition | Large T inhibition
COc1ccc(C(C(=O)NCC2CCCO2)N(C(=O)CNC(=O)c2cccs2)c2ccccc2C)cc1OC (stereo not drawn) | 1% | 7% | -4% | 1.1% | -0.5% | 10% | 2% | 0.8% | 4%
CC1(C)CC(=O)C/C(=N\NC(=O)CCc2ccc(S(=O)(=O)N3CCOCC3)cc2)C1 | -2% | 6% | -1% | 1.6% | 0.5% | -16% | 1% | 1.1% | 4%
CN(C)c1[nH]c(=O)c(C#N)c2c1CCN2Cc1ccccc1 | -6% | 1% | -8% | -1.1% | 0.2% | 16% | 3% | 8.5% | 5%
Cc1cc(C(=O)Nc2cc(C(C)(C)C)on2)c(C)o1 | -2% | -9% | -4% | / | -0.3% | 15% | 11% | / | 13%
COc1ccc(NC(=O)NCc2cccnc2)cc1OC | -7% | -1% | -5% | 0.0% | 0.1% | -1% | 9% | 0.3% | 4%
CC1CCN(S(=O)(=O)c2cc([N+](=O)[O-])ccc2Cl)CC1 | -8% | 12% | -10% | 1.1% | 0.4% | -10% | -1% | -1.5% | -19%
Cn1c(O)c(N=NC(=O)c2ccccc2O)c2ccccc21 | 4% | / | 4% | -4.6% | -1.3% | 14% | 6% | -0.4% | /
O=C(c1cccc(OC2CCN(C3CCCC3)CC2)c1)N1CCCCCCC1 | 1% | 6% | -6% | -1.6% | -0.4% | 12% | 8% | -2.8% | -23%

# Part of the list above, reformatted:
# The line under a structure holds: NS5 inhibitors	PhoP inhibition	LYP inhibition	ER stress rescue	West Nile virus CPE	GPR35 arrestin U2OS	Rac1 GTP hydrolysis	RSV CPE inhibition	Large T inhibition
- Cc1cc(C(=O)Nc2cc(C(C)(C)C)on2)c(C)o1
  -2%	-9%	-4%	/	-0.3%	15%	11%	/	13%
- Cn1c(O)c(N=NC(=O)c2ccccc2O)c2ccccc21
  4%	/	4%	-4.6%	-1.3%	14%	6%	-0.4%	/
- COc1ccc(NC(=O)NCc2cccnc2)cc1OC
  -7%	-1%	-5%	0.0%	0.1%	-1%	9%	0.3%	4%
- O=C(c1cccc(OC2CCN(C3CCCC3)CC2)c1)N1CCCCCCC1
  1%	6%	-6%	-1.6%	-0.4%	12%	8%	-2.8%	-23%
- CC1(C)CC(=O)C/C(=N\NC(=O)CCc2ccc(S(=O)(=O)N3CCOCC3)cc2)C1
  -2%	6%	-1%	1.6%	0.5%	-16%	1%	1.1%	4%
- CC1CCN(S(=O)(=O)c2cc([N+](=O)[O-])ccc2Cl)CC1
  -8%	12%	-10%	1.1%	0.4%	-10%	-1%	-1.5%	-19%

# Ordered by the number under PhoP inhibition (ascending): some entries from above
SMILES	PhoP inhibition
Cc1cc(C(=O)Nc2cc(C(C)(C)C)on2)c(C)o1	-9%
CN(C)c1[nH]c(=O)c(C#N)c2c1CCN2Cc1ccccc1	1%
O=C(c1cccc(OC2CCN(C3CCCC3)CC2)c1)N1CCCCCCC1	6%
COc1ccc(C(C(=O)NCC2CCCO2)N(C(=O)CNC(=O)c2cccs2)c2ccccc2C)cc1OC (stereo not drawn)	7%
CC1CCN(S(=O)(=O)c2cc([N+](=O)[O-])ccc2Cl)CC1	12%
